Screens as filed in PubChem BioAssay.
MMP13 inh: inhibitors of human MMP13. MMP-13 fTHP FRET cleavage, Mca fluorescence. inhibition, % at 4 µM. actives 0.07% (n = 65,000). AID 570;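 active = inhibition above the mean of compound-free control plate wells plus 3 SD, cut at about 14% in these data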;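 note: 0% = DMSO wells and 100% = wells with reference MMP-13 inhibitor after basal subtraction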
5HT1E ag: 5-HT1E (human) receptor agonism; P28566; CHO 5-HT1E Ga15 NFAT-bla reporter, FRET; 0% DMSO wells, 100% control agonist wells; actives 0.69% (n = 65,000); activation, % at 6 µM; AID 574;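 active = activation above a set limit, the screen-wide mean activation plus 3 SD, cut at about 8.5% in these data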;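 note: 100% = positive control agonist at 1 µM giving full maximal response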
Target sequence (P28566 whole entry, looked up): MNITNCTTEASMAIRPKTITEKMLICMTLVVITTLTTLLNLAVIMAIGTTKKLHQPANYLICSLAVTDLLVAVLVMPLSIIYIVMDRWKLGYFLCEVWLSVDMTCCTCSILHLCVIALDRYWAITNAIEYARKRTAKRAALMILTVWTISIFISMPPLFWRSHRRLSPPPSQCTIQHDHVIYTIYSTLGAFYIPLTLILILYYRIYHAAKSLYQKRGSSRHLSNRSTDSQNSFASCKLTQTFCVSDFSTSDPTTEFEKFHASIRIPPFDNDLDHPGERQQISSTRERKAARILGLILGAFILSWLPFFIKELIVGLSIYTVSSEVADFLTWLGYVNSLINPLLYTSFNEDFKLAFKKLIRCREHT
S1P1 ag pot: activates or potentiates agonism at human S1P1 receptor; P21453; S1P1 CRE-bla cells, forskolin, beta-lactamase FRET, potentiator mode; S1P1 agonist co-added at EC20, 2 nM; 100% = saturating reference agonist, 0% = basal; activation, % at 9.5 µM; actives 0.57% (n = 56,000);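 active = activation above a cutoff set at the mean activation of all tested compounds plus 3 SD, cut at about 54% in these data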;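 note: forskolin at 4 µM as EC80 and the EC20 agonist is SEW2871; 100% = SEW2871 at its EC100 plus forskolin at EC80; some compounds past the cut are filed as inactive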
Abs 340nm: compounds absorbing at 340 nm; compound absorbance at 340 nm, fold over control; fold change at 10 µM; 65,000 tested, under 10 active;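 active = at 10 µM dose, initial 340 nm absorbance at least 2 fold that of control wells; inactive = change under 2 fold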;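 note: initial absorbance extrapolated from kinetic A340 decline of NADH oxidation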
Autofluor 339: intrinsic fluorescence of library compounds, ex339/em460 – biochemical, MLSMR library, data from DPM-DC assay, artefact control, profiling panel | compound autofluorescence, ex339/em460 nm, NADH buffer; active compounds read high; 1 = no-compound wells, NADH background | fluorescence fold increase at 10 µM | actives 5.5% (n = 65,000);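 active = at 10 µM, mean starting fluorescence two-fold or more over control wells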;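 note: signal is the first read of a kinetic run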
5HT1E antag: 5-HT1E (human) receptor antagonism; CHO 5-HT1E Ga15 NFAT-bla reporter, FRET, antagonist; actives 0.99% (n = 65,000); inhibition, % at 6 µM; P28566; AID 571;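 active = inhibition above a set limit, the mean inhibition across every tested compound plus 3 SD, cut at about 29% in these data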;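 note: signal is the 460 over 535 nm emission ratio of beta-lactamase substrate; 0% = agonist plus DMSO wells and 100% = wells without agonist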
S1P3 ag: S1P3 (human) receptor agonism; Q99500; S1P3 NFAT-BLA reporter cells, FRET ratio; relative to 1 µM S1P, basal subtracted; activation, % at 4.5 µM; actives 0.1% (n = 60,000); AID 373;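 active = activation above the screen-wide mean plus 3 SD, cut at about 4.5% in these data, passing the limit was not always enough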; note: some compounds called inactive have numbers as strong as hits
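Benchmarks: high control 1 µM S1P / System: stable CHO line with human S1P3, Gα16, NFAT-BLA reporter / Dosing: single compound concentration, 4.5 µM final / Timing: 4 h compound at 37 °C, 2 h substrate at RT / Measured by: FRET β-lactamase substrate fluorescence, excitation 405 nm, 460/535 nm emission ratio, background-subtracted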
HER2 expr 66K: Her2 kinase expression inhibition | P04626 | actives 0.69% (n = 65,000) | SKBR-3 HER2 protein level, AlphaScreen, 18-24 h; active compounds read low | HER2 level % of control, % at 10 µM;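 active = HER2 level under 5% of the carrier-only control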;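 note: 100% = DMSO carrier and 0% = 500 nM PU-H71 HSP90 inhibitor; lower value means stronger loss of Her2 protein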
5-HT1A blocker: 5-HT1a (human) receptor antagonism | CHO 5-HT1a Ga15 NFAT-bla reporter, antagonist mode | inhibition, % at 10 µM | actives 0.68% (n = 62,000) | AID 612;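 active = inhibition above the mean of all tested compounds plus 3 SD, cut at about 43% in these data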;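 note: receptor stimulated by 5-CT agonist at 100 nM near EC80; beta-lactamase reporter measured by ratiometric fluorescence of a cleavable substrate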
Target sequence (P08908 whole entry, looked up): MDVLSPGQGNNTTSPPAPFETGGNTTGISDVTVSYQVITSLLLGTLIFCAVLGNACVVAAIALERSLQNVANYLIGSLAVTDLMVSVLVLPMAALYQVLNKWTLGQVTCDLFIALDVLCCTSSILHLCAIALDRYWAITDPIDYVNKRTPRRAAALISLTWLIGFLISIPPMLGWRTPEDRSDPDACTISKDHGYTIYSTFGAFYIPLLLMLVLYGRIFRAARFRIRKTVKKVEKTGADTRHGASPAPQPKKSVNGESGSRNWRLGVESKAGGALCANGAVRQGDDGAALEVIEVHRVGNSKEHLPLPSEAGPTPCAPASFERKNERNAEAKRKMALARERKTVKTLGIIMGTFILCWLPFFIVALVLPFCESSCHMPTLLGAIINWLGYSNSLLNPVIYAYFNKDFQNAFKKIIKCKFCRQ
An asterisk follows results filed as active; nt = no result given; [ ] = remark or other dose.

A first look, 2 compounds:
Results follow in this order: MMP13 inh, 5HT1E ag, S1P1 ag pot, Abs 340nm, Autofluor 339, 5HT1E antag, S1P3 ag, HER2 expr 66K, 5-HT1A blocker
> O=C(Nc1ccccc1Cl)c1c(F)c(F)c(F)c(F)c1F
 : 6, 1.1, nt, 1, 1, 12, 0.1, 108, 7
> COc1ccccc1CNC(=O)Cn1nnc(-c2ccncc2)n1
 : -4, -1.3, 0, 1, 1.2, 1, -1.3, 71, 6

The whole of this part, previewed entries included:
Results follow in this order: MMP13 inh, 5HT1E ag, S1P1 ag pot, Abs 340nm, Autofluor 339, 5HT1E antag, S1P3 ag, HER2 expr 66K, 5-HT1A blocker
> O=C(Nc1ccccc1Cl)c1c(F)c(F)c(F)c(F)c1F
 : 6, 1.1, nt, 1, 1, 12, 0.1, 108, 7
> COc1ccccc1CNC(=O)Cn1nnc(-c2ccncc2)n1
 : -4, -1.3, 0, 1, 1.2, 1, -1.3, 71, 6
> CC(=O)NC1CSCC1OC(C)=O (configuration not stated)
 : 6, 0.3, -22, 0.98, 1.1, 6, -0.8, 63, -4
> CC(=O)OC(C)C[N+](C)(C)C (configuration not stated)
 : -10, -0.3, 8, 0.98, 1.1, -17, -0.9, 85, nt
> CC(C)[C@H](NC(=O)CCn1nnc2ccccc2c1=O)C(=O)O
 : 5, 1.0, -16, 0.99, 1.1, 1, -0.9, 77, 8
> O=C1N=C(N2CCOCC2)S/C1=C1\C(=O)N(Cc2ccccc2)c2ccccc21
 : 4, 0.3, -14, 1.1, 1.1, 10, -2.2, 52, -1
> Cc1cccc(Cn2c(NCCO)nc3c2c(=O)n(C)c(=O)n3C)c1
 : 0, 1.1, -8, 1, 1.1, -3, 0.9, 104, 5
> CSc1nc2ccccc2n1C(=O)Oc1ccccc1
 : -3, -1.4, -14, 1, 1.1, 9, -1.5, 82, 20
> CCOC(=O)Nc1ccc2c(CN3C(=O)NC4(CCCC4)C3=O)cc(=O)oc2c1
 : -460[fluorescence artefact?], 0.1, 16, 1.1, 3.3*, 19, -1.2, 69, 4
> O=C(NCCN1CCOCC1)c1cccc(S(=O)(=O)N2CCCCCC2)c1
 : 0, -0.7, -21, 1, 1.1, -13, 0.3, 88, -1
> C=CCN1C(=O)CC(C(=O)NC)SC1=Nc1ccc(C(=O)OCC)cc1 (configuration not stated)
 : -2, -0.4, -3, 1, 1.1, -9, -1.1, 102, nt
> COc1ccc(Br)cc1CNC(=O)C1CCCN(S(C)(=O)=O)C1 (configuration not stated)
 : -6, -0.1, 6, 1.1, 1.1, -1, -0.5, 108, 9
> CC(=Nc1ccc(C)c(C)c1)C1=C(O)CCC1=O
 : -3, -0.8, 12, 1, 0.67, 2, -4.7, 108, nt
> CC(=O)N1CCc2cc(C(=O)CN3CCN(C(=O)c4ccco4)CC3)ccc21
 : 3, 2.0, -30, 1.1, 1.1, 9, -0.3, nt, -2
> COc1ccc(NC(=O)CSc2nnc(CNC(=O)c3ccco3)n2-c2ccccc2OC)cc1
 : -9, -0.1, -4, 1, 1, -6, -0.7, 91, -18
> COc1ccccc1Cn1c(=O)c2ccccc2n2c(SCC(=O)N3CCCCC3)nnc12
 : 0, 0.4, 4, 1, 1.1, 7, -0.6, 8, -9
> CCc1cc2c(CN3CCN(CC)CC3)cc(=O)oc2cc1O
 : -275[fluorescence artefact?], 2.1, -8, 1.1, 3.8*, 4, -0.8, 123, 6
> O/N=C1\CCc2cc(Cl)ccc21
 : 0, -0.5, 16, 1, 1.1, 4, -6.8, 96, nt
> COc1ccc(OC)c(C2CC(=O)c3c([nH]c(C(=O)OC(C)C)c3C)C2)c1 (configuration not stated)
 : 2, -0.9, -15, 1.1, 1.1, 87*, -1.3, 23, 71*
> Cc1ccc2c(c1C)NC(=O)C2(O)CC(=O)c1ccc2c(c1)OCO2 (configuration not stated)
 : 5, -0.3, nt, 0.99, 1, 10, -0.6, 81, -3
> Cc1cc2oc(C(=O)Nc3cccnc3)c(C)c2cc1C
 : 4, -0.2, 1, 1.1, 1.1, 4, -0.4, 151, -9
> COc1c(C)cc(Br)cc1C(=O)NCc1cccnc1
 : 6, 0.0, nt, 1.1, 1.1, -8, -0.8, 131, -3
> CCCCCCn1c(SCCN2CCOCC2)nc2c1c(=O)[nH]c(=O)n2C
 : 4, -0.2, -3, 1, 1.1, -2, -3.6, 123, nt
> CCOC(=O)C1CCCN(CC(=O)/C=C2/N(C)c3ccccc3C2(C)C)C1 (configuration not stated)
 : -14, 0.1, -25, 1.2, 1.7, -14, -1.1, 92, 18
> CCOC(=O)C1=C[C@]2(CC)CCCN3CCc4c(n1c1ccccc41)[C@@H]32
 : 4, -0.5, -3, 1, 1.1, -10, 1.4, 100, nt
> O=C(OCC(=O)c1c[nH]c2ccccc12)C1=COCCO1
 : -4, 0.0, -5, 0.98, 1, -4, -0.1, 87, 17
> Nc1c(C(=O)NCc2ccco2)nnn1Cc1ccccc1
 : 5, -0.9, nt, 0.98, 1, -2, nt, 105, 5
> CCN1CCN(CCCNC(=O)C2CCCN(c3nnc(-n4cccc4)s3)C2)CC1 (configuration not stated)
 : 1, -0.7, 6, 0.99, 1.1, 5, -0.6, 110, 11
> O=C(O)CC(NS(=O)(=O)c1cccc2nsnc12)c1ccc(F)cc1 (configuration not stated)
 : 1, -1.1, -4, 1.1, 1.1, -6, -0.2, 98, -1
> COc1ccccc1NC(=O)CSc1nnc(-c2ccc(C)cc2)o1
 : -5, 1.7, -2, 0.97, 0.99, -5, -0.8, 80, 0
> CCOC(=O)c1ccccc1NC(=O)CCNC(=O)Cn1cnc2ccccc2c1=O
 : -4, 0.0, -56, 0.99, 1, -9, -0.6, 100, -3
> CC(=O)c1ccc(OCC(O)CN2C(C)(C)CC(O)CC2(C)C)cc1 (configuration not stated)
 : -6, -0.5, -26, 1, 1.1, -3, -0.4, 102, 0
> Cc1cc(C)n(-c2cccc(Cl)c2)c(=O)c1C#N
 : 3, 0.1, -20, 1.1, 1.4, 15, -0.9, 92, -8
> CCOC(=O)c1c(NC(=O)Cn2c(C)nc3ccccc32)sc2c1CCC2
 : -7, 0.5, -14, 1, 1, -3, 0.2, 64, 10
> COc1ccc(OC)c(S(=O)(=O)n2nc(-c3ccccc3)cc2N)c1
 : 4, -0.4, -5, 1.1, 0.98, 0, -2.0, 104, 1
> COc1cccc(-c2nnc(NC(=O)c3ccc(S(=O)(=O)N(CC(C)C)CC(C)C)cc3)o2)c1
 : 0, -0.3, 11, 1.1, 3.8*, 2, -0.9, 52, -6
> Cc1c(C(=O)Nc2ccc(N3CCOCC3)cc2)oc2ccccc12
 : -2, 1.9, 0, 1.1, 1.1, -5, 0.1, 93, -4
> COC(=O)CSC1=C(C#N)C(c2ccc(C)cc2)C2=C(CCCC2=O)N1 (configuration not stated)
 : 0, -0.5, 6, 1.1, 1.4, 16, -1.0, 101, -10
> Cc1ccc2c(C)nc(NC3=NCN(C(C)C)CN3)nc2c1
 : 4, -0.3, -21, 1, 1.1, 2, 0.3, 106, -1
> CCc1ccc2oc(=O)cc(CN3CCCCC3C)c2c1 (configuration not stated)
 : -3, -0.7, 9, 0.99, 1.1, 16, -0.3, 111, 22

Quoted from the listing.
HER2 expr 66K with COc1cccc(-c2nnc(NC(=O)c3ccc(S(=O)(=O)N(CC(C)C)CC(C)C)cc3)o2)c1 stands at 52
5HT1E antag with CCN1CCN(CCCNC(=O)C2CCCN(c3nnc(-n4cccc4)s3)C2)CC1 (configuration not stated) stands at 5
Abs 340nm with Nc1c(C(=O)NCc2ccco2)nnn1Cc1ccccc1 stands at 0.98

Additional records follow.
Results follow in this order: MMP13 inh, 5HT1E ag, S1P1 ag pot, Abs 340nm, Autofluor 339, 5HT1E antag, S1P3 ag, HER2 expr 66K, 5-HT1A blocker
> O=C(O)CCN1CCc2ccccc21
 : 3, -0.5, -7, 0.97, 1, -7, -0.6, 88, -1
> O=C(O)CCC(=O)N1CCc2cc(S(=O)(=O)NC3CCCC3)ccc21
 : 0, -0.1, -24, 1, 1, -2, -1.2, 136, 4
> CC12CCC(C(=O)NCc3cccnc3)(OC1=O)C2(C)C (configuration not stated)
 : 3, -0.8, -2, 1, 1.1, 8, -0.4, 127, -11
> CCOC(=O)CN1C(=O)C(C)(C)Oc2ccc(C(=O)Nc3ccccc3)cc21
 : 5, 0.0, 6, 0.97, 1.1, 8, -1.0, 86, 5
> COC(=O)CSc1nc(C)cc(Oc2ccccc2)n1
 : 4, -0.8, 13, 1.1, 1.1, 10, -0.4, 82, 9
> C=CCSc1nnc(NC(=O)CSc2nnc(C)s2)s1
 : 2, 1.2, -11, 1, 1.1, -11, -0.8, 89, -1
> Nc1nonc1-c1noc(N2CCOCC2)n1
 : -1, -1.0, 9, 1, 1.1, -3, -2.3, 112, nt
> O=C1CC(SCc2nc3ccccc3[nH]2)C(=O)N1c1ccc(F)cc1 (configuration not stated)
 : -2, -0.6, 7, 1, 1.2, 10, -1.3, 108, 25
> O=C(OCc1nc2ccc(Cl)cc2n1CCO)c1ccc2c(c1)OCO2
 : -1, -0.9, -13, 1, 1.1, 19, -1.1, 91, 8
> COc1ccc2c(c1)N(C)C(=O)CC(c1ccccc1)=N2
 : -2, -0.3, -15, 1.1, 1.1, -3, 0.2, 97, -17
> O=C(Cn1c(=O)n(CC2CCCO2)c(=O)c2ccccc21)N1CCN(c2ccccc2)CC1 (configuration not stated)
 : 3, -0.5, -13, 1, 1.1, -3, -0.3, 84, -8
> c1ccc2nc(N3CCCC3)c(N3CCCC3)nc2c1
 : -36, 0.1, 13, 1.1, 1.9, 6, -0.4, 106, -5
> O=C(NCc1ccco1)c1cc2nc(-c3cccs3)cc(C(F)(F)F)n2n1
 : -56, -0.2, -31, 1.1, 2.1*, 6, -1.6, 73, 17
> CCCC1C(c2ccccc2)C(C#N)(C#N)C2(C#N)CC1(N)NC2=O (configuration not stated)
 : 1, 0.5, 8, 1, 1.1, 9, 1.1, -19*, 3
> Cc1nc(NCCO)c2nnn(Cc3ccccc3F)c2n1
 : 3, -0.9, -8, 0.98, 1.1, 11, 0.3, 134, -5
> CC(C)c1ccc(-c2nnn(CCC(=O)O)n2)cc1
 : -3, 0.0, -10, 0.98, 1.1, 2, 0.2, 93, -12
> O=C(Cc1c(C(=O)O)[nH]c2ccccc12)NCCN1CCN(c2cccc(Cl)c2)CC1
 : 2, 0.3, 5, 1, 1.1, 4, 0.2, 86, -11
> COc1cccc(NC(=O)CN2C(=O)COc3ccc(Cl)cc32)c1
 : 2, -0.3, -21, 1, 0.99, 7, 0.0, 86, 17
> COc1nc(Nc2ccc(OC)c(Cl)c2)nc(OC)n1
 : 2, -0.6, -14, 1.1, 1.1, -2, -0.9, 71, -12
> CC(=O)c1c(COC(=O)c2ccncc2)nc2ccccc2[n+]1[O-]
 : -5, -0.7, -8, 1.1, 1.1, 1, -1.5, 87, 1
> CCCCCC(=O)Nc1cc(N(C)C)nc2ccccc12
 : -31, -0.1, 10, 1.1, 2.2*, 16, -2.8, 79, 14
> Cc1ccc(S(=O)(=O)c2c(N)n(NC(=O)c3ccco3)c3nc4ccccc4nc23)cc1
 : -199[fluorescence artefact?], 0.7, 8, 1, 3.8*, -10, 0.0, 123, -1
> O=C(NCc1cn2ccsc2n1)c1cccc(C(F)(F)F)c1
 : -8, 0.0, -17, 1, 1.2, 0, 2.0, 105, 5
